Screening data deposited in PubChem BioAssay by National Center for Advancing Translational Sciences (NCATS).
D1 potentiator – Potentiators of Human D1 Dopamine Receptor: qHTS. HEK293 TREx D1 cells, calcium flux, dopamine EC20 potentiation. D(1A) dopamine receptor (Homo sapiens), P21728. AID 504651, 2011. 360,000 tested, 0.036% active. potentiation, % at 10 µM; in the data active means potentiation above about 30%; further: 0% is about no effect
Target sequence (P21728 whole entry, looked up): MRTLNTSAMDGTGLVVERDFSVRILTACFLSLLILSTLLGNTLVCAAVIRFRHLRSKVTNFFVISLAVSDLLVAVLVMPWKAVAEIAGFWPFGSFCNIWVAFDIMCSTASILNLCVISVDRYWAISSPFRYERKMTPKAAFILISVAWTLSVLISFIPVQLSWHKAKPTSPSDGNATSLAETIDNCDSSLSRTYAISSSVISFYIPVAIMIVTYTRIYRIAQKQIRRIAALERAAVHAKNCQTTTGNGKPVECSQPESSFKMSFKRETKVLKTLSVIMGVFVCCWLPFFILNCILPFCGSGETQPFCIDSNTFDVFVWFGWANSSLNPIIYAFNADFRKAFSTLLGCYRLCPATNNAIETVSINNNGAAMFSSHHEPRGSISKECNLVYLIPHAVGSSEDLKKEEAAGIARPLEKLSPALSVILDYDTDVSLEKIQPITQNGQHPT
D2 potentiator – HTS Assay for Positive Allosteric Modulators of the Human D2 Dopamine Receptor: Primary Screen for Potentiators | D(2) dopamine receptor (Homo sapiens), P14416 | HEK293 T-REx D2, calcium flux, EC20 dopamine potentiation | potentiation, % at 10 µM | 340,000 tested, 0.34% active;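 active means potentiation over 3 SD above the plate norm, cut at about 30% in these data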; further: 0% is about no effect
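Primary screen. Calcium kinetics in induced HEK293 T-REx D2 cells: compound pre-addition 180 s, EC20 dopamine, 180 s more.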
Vif-A3F inh – qHTS for Inhibitors of Vif-A3F Interactions: qHTS; HeLa A3F-eYFP + Vif (tagged APOBEC3F with the HIV-1 protein that degrades it), YFP fluorescence increase; Potency, µM (doses to about 46.1 µM), inactives show top-dose activity, negative = active; 390,000 tested, 0.2% active; AID 602313, 2012; further: potency means the concentration at half of the fitted maximal effect; % of control where 0% means no effect; nearly all actives have a fitted effect of over 65% in size
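HeLa cells stably expressing Vif plus C-terminally eYFP-tagged A3F were seeded, incubated overnight at 37 deg C, dosed with compound, incubated overnight again at 37 deg C. Yellow fluorescence (Ex 488/Em 500-530) reported blocked Vif-mediated A3F-eYFP degradation.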
LDHA block – qHTS assay for inhibitors of human lactate dehydrogenase. L-lactate dehydrogenase A chain (Homo sapiens), P00338. purified LDHA, NADH/diaphorase-resazurin fluorescence; stronger effect = lower value. activity change, % (values are at about 110 or 230 µM). 480,000 tested, 0.15% active; in the data active means activity change below about -30%; inconclusive means mostly about -25% to -30%;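 further: plate controls were DMSO wells for no effect and wells without enzyme for full effect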
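LDH5 2 nM; NADH 0.06 mM, pyruvate 0.2 mM; 200 mM Tris pH 7.4, EDTA, Tween-20; 5 min RT. Detection: diaphorase 0.133 mg/mL + resazurin 37 µM, fluorescence ex540/em590 at 0 and 20 min; normalized to enzyme-free and DMSO wells.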
Glioma ERSR ind – qHTS for Inducers of the Endoplasmic Reticulum Stress Response (ERSR) in Human Glioma: qHTS. U87-MG GRP78 promoter luciferase reporter, 16 h. Potency, µM, inactives show top-dose activation, most hits filed as activators. 420,000 tested, 0.02% active. AID 602332, 2012; further: potency means the concentration at half of the fitted maximal effect; series mostly up to about 76 µM; % of control where 0% means no effect; nearly all actives have a fitted effect of over 35% in size
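Stably transfected U87-MG human glioma cells carrying a GRP78-based luminescent sensor were seeded at 1000 cells/well, pin-dosed with compounds and incubated 16 h. Luciferase reagent was then added, and end-point luminescence was read after 10 min at room temperature.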
D1 agonist – Allosteric Agonists of the Human D1 Dopamine Receptor: qHTS; D(1A) dopamine receptor (Homo sapiens), P21728; HEK293 T-REx D1 cells, calcium flux, agonist mode; activation, % at 2 µM; 360,000 tested, 1% active; AID 504660, 2011; in the data active means activation above about 30%; further: 0% is about no effect
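Agonism was scored from calcium flux recorded over 180 s (1 read/s) after pintool compound addition, following a 10-cycle baseline. Cells were inducible force-coupled HEK293 TREx D1, plated overnight at 30 C and loaded with no-wash calcium dye.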
D1 antag – Antagonist of Human D 1 Dopamine Receptor: qHTS; HEK293 TREx D1 cells, calcium flux, dopamine EC80; stronger effect = lower value; activity change, negative = inhibition, % at 10 µM; 360,000 tested, 3.2% active; in the data active means activity change below about -30%; further: on the % scale 0 is the no-effect control and ±100 the full control effect
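Compound effects on dopamine-evoked calcium signalling were measured in tetracycline-induced HEK293 Trex D1 cells. Dopamine at EC80 followed a 180 s compound pre-read, and fluorescence was tracked kinetically for 180 s more.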
Vif-APOBEC3G blk – qHTS for Inhibitors of Vif-A3G Interactions: qHTS | HeLa A3G-eYFP + Vif (tagged APOBEC3G with the HIV-1 protein that degrades it), YFP fluorescence, overnight | Potency, µM (doses to about 46.1 µM), without a hit: top-dose activity, negative = active, actives largely listed as inhibitors | 410,000 tested, 0.076% active;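 further: potency means the concentration at half of the fitted maximal effect; on the % scale 0 is the no-effect control and ±100 the full control effect; nearly all actives have a fitted effect of over 60% in size; hits raise eYFP signal because A3G escapes Vif-driven loss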
Target sequence (Q9HC16 whole entry, looked up): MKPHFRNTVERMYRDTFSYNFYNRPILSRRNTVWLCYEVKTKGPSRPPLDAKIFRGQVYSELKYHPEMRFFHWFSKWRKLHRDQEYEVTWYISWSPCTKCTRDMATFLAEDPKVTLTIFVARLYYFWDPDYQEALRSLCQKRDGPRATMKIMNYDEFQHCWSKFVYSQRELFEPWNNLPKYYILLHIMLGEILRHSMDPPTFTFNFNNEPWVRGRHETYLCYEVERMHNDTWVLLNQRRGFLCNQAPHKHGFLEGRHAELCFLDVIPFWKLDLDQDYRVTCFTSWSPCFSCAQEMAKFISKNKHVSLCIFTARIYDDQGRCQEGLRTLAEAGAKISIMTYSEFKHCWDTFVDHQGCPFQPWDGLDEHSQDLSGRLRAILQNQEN
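HeLa cells stably expressing Vif and C-terminally eYFP-tagged A3G, seeded overnight at 37 deg C, then exposed to compound by pintool overnight at 37 deg C. Rise in yellow fluorescence (Ex 488/Em 500-530, Acumen) marks blocked Vif-driven A3G degradation.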
RXFP1 ag – qHTS Assay for Agonists of the Relaxin Receptor RXFP1; Relaxin receptor 1 (Homo sapiens), Q9HBX9; HEK293T-RXFP1 cAMP TR-FRET, 30 min; response scale: percent of porcine relaxin response, buffer zero; Potency, µM (titrated, usually from 57.5 µM), inactives show at the top dose activation, most hits filed as activators; 370,000 tested, 0.3% active; AID 2676, 2010; further: potency means the concentration at half of the fitted maximal effect; on the % scale 0 is the no-effect control and ±100 the full control effect; nearly all actives have a fitted effect of over 60% in size; many of its hits are not listed in these tables
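cAMP rise read by TR-FRET after 30 min, 37C compound exposure (up to 58 uM) in RXFP1-transfected HEK293 cells with Ro 20174 present. EC50 from Hill-equation fits, with 29 nM porcine relaxin as 100% and buffer as basal.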
* = called active by the depositor; ? = inconclusive; / = no result given; & = joins results of further samples. Unless noted, the call rests on the fitted dose curve; in most records, active means well fitted curve in the direction sought with a large enough effect; inconclusive means small, poorly fitted or top-dose-only effect, or another doubt; inactive means no such curve, though single readings can be large; an effect the other way counts as inactive or inconclusive. These rows are one share of the data; count on the stated rates, not on these rows.

SMILES	D1 potentiator	D2 potentiator	Vif-A3F inh	LDHA block	Glioma ERSR ind	D1 agonist	D1 antag	Vif-APOBEC3G blk	RXFP1 ag
CCCCNC(=O)c1cn(C)c2ccc(S(=O)(=O)N3CC(C)CC(C)C3)cc2c1=O (stereo not drawn)	-1	13	-13%	0	1%	2	-6	2%	2.4%
CC(C)(C)NC(=O)C(c1ccccn1)N(C(=O)c1csnn1)C1CCCC1 (stereo not drawn)	7	-18	-14%	-9	-4%	1	1	3%	0.0%
COc1ccc(OC)c(NC(=O)CSc2nnc(-c3cnccn3)n2C)c1	-1	17	-2%	0	-1%	3	-5	6%	1.3%
COc1ccc2c(c1)C1=C(CC2)C(c2ccc(C)cc2)NC(=S)N1 (stereo not drawn)	15	/	1%	2	-1%	1	8	-8%	-0.4%
CN(C(=O)c1ccc(NC(=O)Cc2ccc([N+](=O)[O-])cc2)cc1)C1CC1	/	/	3%	3	-3%	/	/	1%	/
O=C1NC[C@H](CC2CCCCC2)N(CCc2cccc(F)c2)C1=O	-3	8	-2%	-7	-3%	1	-2	2%	0.1%
O=C(COC(=O)c1cccnc1Cl)NC(=O)NC1CCCCC1	/	/	6%	-2	2%	/	/	-1%	/
Cn1c(SCc2ccccc2)nnc1C1CCCNC1 (stereo not drawn)	1	27	5%	-2	2%	2	6	0%	2.0%
CCCOc1ccc(-c2nnn(CC(=O)OCC)n2)cc1	-8	1	-1%	-7	-5%	10	-19	-7%	1.2%
O=C(COC(=O)/C=C/c1ccc(F)cc1)NC(=O)NCc1ccccc1	/	/	0%	-1	-6%	/	/	0%	/
CS(=O)(=O)N1N=C(c2cccs2)CC1c1ccccc1F (stereo not drawn)	-3	10	12%	-8	-3%	-1	-9	-8%	1.6%
O=S(=O)(c1cccc(-n2cnnn2)c1)N1CCOCC1	-6	3	-7%	-8	-3%	1	-2	0%	0.8%
COCOCCn1cc(CN2CCS(=O)(=O)N(Cc3ccc(-c4ccc(F)nc4)cc3)C(C)C2=O)nn1 (stereo not drawn)	/	/	4%	-2	-2%	/	/	6%	/
COc1ccc(CCNC(=O)c2cc(C3CC3)nc3c2cnn3C(C)C)cc1	0	7	-2%	-1	-3%	1	-5	-8%	-1.4%
CCN(CC)C(=O)Cn1cnc2sc(C(=O)N3CCN(c4ccc(OC)cc4)CC3)c(C)c2c1=O	-2	3	-6%	-6	-2%	3	-3	2%	2.3%
CCOC(=O)C1=C(COC(=O)CCc2ccccc2)NC(=O)NC1C (stereo not drawn)	-4	13	2%	-7	-5%	2	1	-7%	0.9%
COc1ccc(CN2CCN(CCCc3ccccc3)C(CCO)C2)c(O)c1 (stereo not drawn)	-4	-7	11%	2	-4%	4	3	1%	1.7%
Cc1oc(-c2ccc(Cl)cc2)nc1CN1CCCC(C(=O)NCc2ccccc2)C1 (stereo not drawn)	-4	-3	-1%	-6	0%	8	-18	3%	-1.4%
CCNC(=S)N1CCC(n2cnc3ccccc32)CC1	1	-10	1%	-6	-1%	1	-7	-1%	1.1%
S=C1CC2CCCC(C2)N1 (stereo not drawn)	/	/	-9%	-5	-3%	/	/	-7%	/
Cn1c(SCC(=O)Nc2nncs2)nnc1C1CC1	-5	10	1%	-1&1	-2%	1	22	8%	-0.3%
CCOC(=O)C1C2C=CC3(CN(Cc4cccs4)C(=O)C13)O2 (stereo not drawn)	10	2	8%	0	-7%	2	-8	-2%	0.1%
CNC(=O)CN1C(=O)COc2ccc(S(=O)(=O)N3CCCCCC3)cc21	-5&-1	7&7	0%&-5%	-2&1	-2%&-3%	2&0	9&-4	4%&-1%	3.5%&3.8%
O=C(Cc1csc2ccccc12)NCc1ccccc1F	0	-3	/	-11	/	0	5	/	-3.6%
COc1ccc(NC(=O)C(CCCCNC(=O)OC(C)(C)C)NC(=O)OCc2ccccc2)cc1 (stereo not drawn)	-6	-10	2%	-24	-2%	0	1	0%	-1.0%

Continued; the last 3 above are carried over.
SMILES	D1 potentiator	D2 potentiator	Vif-A3F inh	LDHA block	Glioma ERSR ind	D1 agonist	D1 antag	Vif-APOBEC3G blk	RXFP1 ag
CNC(=O)CN1C(=O)COc2ccc(S(=O)(=O)N3CCCCCC3)cc21	-5&-1	7&7	0%&-5%	-2&1	-2%&-3%	2&0	9&-4	4%&-1%	3.5%&3.8%
O=C(Cc1csc2ccccc12)NCc1ccccc1F	0	-3	/	-11	/	0	5	/	-3.6%
COc1ccc(NC(=O)C(CCCCNC(=O)OC(C)(C)C)NC(=O)OCc2ccccc2)cc1 (stereo not drawn)	-6	-10	2%	-24	-2%	0	1	0%	-1.0%
CN(C(=O)CN(C)S(=O)(=O)c1ccc(F)cc1)c1c(N)n(Cc2ccccc2)c(=O)[nH]c1=O	-2	17	-18%	-3	-1%	1	-18	1%	-0.7%
CC1=C(c2ccc(C)c(C)c2)S(=O)(=O)N=C1N1CCC(C(=O)N2CCCCC2)CC1	-4	-3	/	-8	/	3	-5	/	-1.5%
CC(=O)c1ccc(N(C(=O)c2csnn2)C(C(=O)NC(C)(C)C)c2cccs2)cc1 (stereo not drawn)	-2	0	-2%	1	-1%	3	0	5%	-0.1%
CCN(CC)C(=O)c1sc2nc(-c3ccccc3)ccc2c1N	-9	-3	-6%	-3	2%	10	-18	-1%	27%
COC(=O)c1ccc(C)c(NC(=O)C(CCSC)NC(=O)c2cc(OC)c(OC)c(OC)c2)c1 (stereo not drawn)	-2	-1	10%	0	-3%	-1	3	-8%	1.1%
COc1ccc(N2CC(C(=O)NCc3cccnc3)CC2=O)cc1 (stereo not drawn)	-2	9	6%	-1	-3%	2	-2	-7%	1.6%
CCc1ccc(-c2nnn(Cc3nn[nH]n3)n2)cc1	-2	10	-5%	-3	-2%	1	12	-3%	-1.0%
COc1ccc(NC(=O)CN(C)S(=O)(=O)c2ccc(Cl)cc2)c([N+](=O)[O-])c1	2	5	?	-13	-3%	1	-6	-24%	0.2%
CCCCn1c(N)c(N(Cc2ccccc2OC)C(=O)C(C)Oc2ccc(F)cc2)c(=O)[nH]c1=O (stereo not drawn)	-1	6	4%	-4	-5%	4	-4	3%	1.1%
O=C(c1cc2c(s1)CCCCC2)N1CCN(c2ncccn2)CC1	-1	7	-5%	6	4%	-1	-6	2%	0.3%
CC(C)(COC(=O)C(c1ccccc1)c1ccccc1)CN1CCOCC1	/	/	-4%	2	-4%	/	/	-3%	/
CC12CCC(=O)N1c1c(sc3nc(N4CCOCC4)c4c(c13)CCCC4)C(=O)N2 (stereo not drawn)	-6	-2	3%	1	-3%	0	-25	-7%	9.5%
Cc1cccc(NC(=O)CN2CCN(CC(=O)NCc3ccc(Cl)cc3Cl)CC2)c1C	-7	-6	-16%	-1	-3%	4	2	-1%	-0.1%
Cc1ccc(S(=O)(=O)n2ccc(-c3ccc(OCc4c(F)cccc4Cl)cc3)n2)cc1	-3	0	-1%	-3	-1%	4	5	2%	0.5%
CC(=O)c1ccc(OCCCC(=O)Nc2ccc(C)c(S(=O)(=O)N(C)C)c2)cc1	-5	-8	4%	-1	1%	6	-7	0%	3.1%
CCN(CC)c1ccc(NC(=O)COc2ccccc2C#N)cc1S(=O)(=O)Nc1ccccc1OC	-3	-7	-5%	-6	-2%	8	8	-1%	1.3%
CS(=O)(=O)Nc1ccc2c(c1)[C@H]1C[C@H](CC(=O)NCc3ccccc3)O[C@H](CO)[C@H]1O2	/	/	1%	-2	-3%	/	/	-1%	/
CN1CCN(C(=O)c2ccccc2NC(=O)c2cccs2)CC1	0	5	3%	-4	-6%	2	-6	0%	0.8%
O=[N+]([O-])c1cc(S(=O)(=O)Nc2cccc(C(F)(F)F)c2)ccc1-n1nnc2ccccc21	-7	0	-9%	-6	-4%	15	-15	-13%	0.4%
CCCC(=O)Nc1nc2c(c(=O)[nH]1)CCCC2	8	10	-7%	-6	-1%	1	-5	0%	0.7%
O=C(COC(=O)c1cnccn1)c1ccc2ccccc2c1	-1	4	/	0	-5%	2	-11	-1%	3.2%
C=C(C)CNC(=S)Nc1ccc(S(=O)(=O)Nc2cnc3ccccc3n2)cc1	3	9	-1%	-2	-5%	2	3	-3%	-1.3%
Cc1ccc(Nc2cc(C)nc3c(C)cccc23)cc1	-12	6	-20%	-2	-3%	0	-33*	3%	3.0%
COc1ccc(-n2nc(C(=O)NCC(=O)N3CCN(c4ccccn4)CC3)c3ccccc3c2=O)cc1	-1	8	-4%	6	6%	0	-8	1%	1.7%
COc1cccc(-n2cc(CN(C)C(=O)C3CCC(=O)N(C4CC4)C3)cn2)c1 (stereo not drawn)	/	/	-2%	-11	-2%	/	/	0%	/
Cc1cc(-n2[nH]c(C)c(C)c2=O)nc(-c2ccccc2O)n1	-1	-5	-6%	-1	4%	0	-5	-9%	0.4%
CCOC(=O)N1CCN(Cc2nc3c(c(=O)n(C)c(=O)n3C)n2Cc2ccccc2C)CC1	-1	5	-15%	-5	-2%	4	11	0%	-0.8%
CCCCSc1nc2c(cnn2-c2ccc(F)cc2)c(=O)[nH]1	8	8	-5%	-9	-2%	-1	-2	-4%	1.0%
CCN(CC)S(=O)(=O)c1cccc(C(=O)N/N=C/c2cccc(O)c2O)c1	-8	8	-2%	20	6%	5	-24	-8%	-1.4%
